Screening data from PubChem.
RBBP9 inhibitor: inhibitors of human serine hydrolase RBBP9; recombinant RBBP9, FP-Rh probe fluorescence polarization; O75884; inhibition, % at 7.94 µM; 0.2% of 220,000 active;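 active = inhibition above the campaign mean of all tested compounds plus 3 SD, cut at about 14% in these data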;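 note: plate controls were DMSO wells with RBBP9 for no effect and wells lacking RBBP9 protein for full effect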
Target sequence (O75884 whole entry, looked up): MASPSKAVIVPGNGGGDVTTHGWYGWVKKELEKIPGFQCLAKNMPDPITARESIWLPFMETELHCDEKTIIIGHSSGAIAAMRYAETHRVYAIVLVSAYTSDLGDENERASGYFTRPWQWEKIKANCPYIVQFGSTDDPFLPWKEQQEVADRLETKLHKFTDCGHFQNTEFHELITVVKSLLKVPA
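Test system – recombinant human RBBP9 · Input – RBBP9 2.5 µM in dispensing solution, pre-mixing · Medium – Tris buffer pH 8.0, NaCl, Pluronic · Schedule – preincubation 30 min plus labeling 45 min at 25 °C · Measured by – fluorescence polarization · Measure – % inhibition · Controls – DMSO and no-protein wells · Replicates – one well per compound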
NPY-Y1 PAM-ag: human NPY-Y1 potentiation or agonism, primary screen | P25929 | NPY-Y1 expressing cells, potentiator/agonist activation | activation, % at 3.6 µM | 0.37% of 220,000 active; in the data active = activation above about 33%, passing the limit was not always enough;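 note: cells stimulated with NPY at EC10 then isoproterenol at EC100; 0% = low agonist plus stimulus and 100% = saturating agonist plus stimulus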
Target sequence (P25929 whole entry, looked up): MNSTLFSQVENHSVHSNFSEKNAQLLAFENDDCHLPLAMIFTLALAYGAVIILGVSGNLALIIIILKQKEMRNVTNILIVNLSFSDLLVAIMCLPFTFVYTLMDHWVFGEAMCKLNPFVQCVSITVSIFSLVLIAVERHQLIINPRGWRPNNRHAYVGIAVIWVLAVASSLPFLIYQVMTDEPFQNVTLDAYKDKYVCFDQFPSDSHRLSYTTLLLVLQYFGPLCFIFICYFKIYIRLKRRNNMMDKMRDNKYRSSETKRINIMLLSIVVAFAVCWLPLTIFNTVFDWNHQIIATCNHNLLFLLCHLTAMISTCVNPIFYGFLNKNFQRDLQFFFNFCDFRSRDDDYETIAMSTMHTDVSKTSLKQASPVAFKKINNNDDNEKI
NPY Y1 blocker: blocks the human neuropeptide Y Y1 receptor; P25929; HEK293-CNG Y1 cells, membrane potential fluorescence; NPY at EC95, then isoproterenol; inhibition, % at 3.6 µM; 1% of 200,000 active;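 active = inhibition above the campaign mean inhibition of all tested compounds plus 3 SD, cut at about 20% in these data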;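 note: 0% = DMSO wells given NPY plus isoproterenol and 100% = isoproterenol alone without NPY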
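Test system: HEK293 cells co-expressing NPY Y1 receptor and cyclic-nucleotide gated channel; Also added: NPY (25 nM), isoproterenol (1 µM), Ro 20-1724 (25 µM); Compound dosing: one concentration, 3.6 µM, in 0.4% DMSO; Timing: dye 3 h, compound 60 min room temperature, stimulation 45 min; Technique: Membrane-potential fluorescent dye readout.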
S1P4 antag: blocks the human S1P4 receptor; O95977; S1P4-expressing cells, antagonist mode, reporter read-out; 0.26% of 220,000 active; inhibition, % at 4.98 µM; in the data active = inhibition above about 29%;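 note: 0% = wells stimulated with agonist and 100% = vehicle wells without agonist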
Target sequence (O95977 whole entry, looked up): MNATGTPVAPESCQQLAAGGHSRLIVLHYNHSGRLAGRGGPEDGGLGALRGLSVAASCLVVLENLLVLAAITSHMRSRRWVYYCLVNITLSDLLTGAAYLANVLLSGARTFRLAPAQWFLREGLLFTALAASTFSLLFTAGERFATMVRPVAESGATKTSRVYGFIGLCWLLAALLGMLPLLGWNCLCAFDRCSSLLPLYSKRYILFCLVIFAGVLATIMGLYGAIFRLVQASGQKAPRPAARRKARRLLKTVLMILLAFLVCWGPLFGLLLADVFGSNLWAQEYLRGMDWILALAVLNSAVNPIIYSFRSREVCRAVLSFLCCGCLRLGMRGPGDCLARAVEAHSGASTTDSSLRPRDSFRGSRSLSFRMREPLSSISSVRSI
S1P4 ag: activates the human S1P4 receptor | O95977 | S1P4-expressing cell line, agonist reporter assay | activation, % at 4.98 µM | 0.35% of 220,000 active | AID 1509; in the data active = activation above about 11%;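 note: 0% = DMSO vehicle and 100% = reference agonist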
Ba/F3 V617F tox: reduce viability of Ba/F3 cells dependent on JAK2V617F; Ba/F3 EpoR-JAK2V617F viability, ATP luminescence; inhibition, % at 5.6 µM; 1.1% of 220,000 active;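 active = inhibition above the campaign mean plus 3 SD over all tested compounds, cut at about 24% in these data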;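 note: cytokine-independent growth of Ba/F3 cells driven by EpoR plus mutant JAK2; 0% = DMSO-treated cells and 100% = JAK inhibitor I control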
BaF3 tox: counter-screen for JAK2V617F inhibitors: parental Ba/F3 viability inhibitors; inhibition, % at 5.6 µM; CellTiter-Glo ATP luminescence; AID 1486; 1.1% of 220,000 active;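 active = inhibition above a per-campaign cutoff, the mean inhibition of all tested compounds plus 3 SD, cut at about 27% in these data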;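 note: 0% = DMSO wells and 100% = JAK Inhibitor I control wells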
NPY-Y2 PAM-ag: human NPY-Y2 potentiation or agonism, primary screen; P49146; cells expressing NPY-Y2, potentiator/agonist read-out; activation, % at 3.6 µM; 0.45% of 220,000 active; AID 1359; in the data active = activation above about 27%;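 note: cells stimulated with NPY near EC25 plus isoproterenol at EC100; 0% = vehicle plus submaximal agonist and 100% = vehicle plus saturating agonist; some results beyond the cut were filed as inactive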
Runt-CBFb FRET: blocks binding of human RUNX1 Runt domain to CBFb; Q01196+Q13951; Cerulean-Runt/Venus-CBFb FRET ratio 530/480, 1 h; inhibition, % at 20 µM; 0.46% of 220,000 active;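 active = inhibition over about 50% at 20 µM in the single-dose screen, limit read from the data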;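 note: 0% = DMSO wells and 100% = excess unlabeled CBFb competitor control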
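test system = Cerulean-Runt domain fusion protein, energy donor | probe or stimulus = Venus-CBFb binding partner, 100 nM | incubation = two 1 h room-temperature incubations shielded from light | detection = fluorescence energy transfer, 422 nm excitation, 530/480 nm emission | measure = loss of energy transfer signal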
An asterisk follows results filed as active; / = not tested or not shown.

entry	SMILES	Ba/F3 V617F tox	RBBP9 inhibitor	NPY Y1 blocker	Runt-CBFb FRET	BaF3 tox	S1P4 ag	NPY-Y2 PAM-ag	S1P4 antag	NPY-Y1 PAM-ag
1	CCNC(=O)C(=O)NCC1OCCCN1S(=O)(=O)c1cccs1 (centres undefined)	-5	1	6	2	0	-0.6	4	3	14
2	Cc1ccc(-c2cc(C(=O)Nc3ccc(S(=O)(=O)Nc4ncccn4)cc3)c3ccccc3n2)cc1	-5	0	-2	-5	-1	0.7	-1	-18	8
3	COc1ccccc1C(=O)Nc1onc(C)c1C#N	2	-7	2	1	10	-1.0	14	-7	20
4	COC(=O)c1ccc(Cl)c(NC(=O)CSc2ncn[nH]2)c1	-1	1	0	0	3	0.2	7	5	11
5	N#C/C(=C\c1ccc(-c2ccc(F)cc2)o1)C(=O)Nc1nc(-c2cccs2)cs1	-3	1	1	-9	3	-0.2	-7	-12	2
6	CN(C)S(=O)(=O)c1ccc(Cl)c(NC(=O)CN2CCC(Cc3ccccc3)CC2)c1	3	-15	18	-3	0	0.8	-25	-5	-18
7	COc1cc(S(=O)(=O)N2CCOCC2)ccc1NC(=O)COc1ccc(N(C)S(=O)(=O)c2ccc(C)cc2)cc1	2	4	3	-3	5	-1.4	-20	-12	-10
8	COc1ccccc1CNC(=O)C1CC(c2ccc([N+](=O)[O-])cc2)=NO1 (centres undefined)	-1	3	-1	-1	5	-0.1	3	-13	-2

Further structures follow.
entry	SMILES	Ba/F3 V617F tox	RBBP9 inhibitor	NPY Y1 blocker	Runt-CBFb FRET	BaF3 tox	S1P4 ag	NPY-Y2 PAM-ag	S1P4 antag	NPY-Y1 PAM-ag
9	COc1cc(CSc2nnnn2-c2ccc(C)cc2)cc(OC)c1OC	35*	-1	1	0	53*	-1.9	21	-14	10
10	CC(C)C(O)C1CCN(Cc2nc(-c3cccs3)no2)CC1 (centres undefined)	0	-3	1	0	4	1.3	-7	-1	20
11	COc1ccc(-c2[nH]c(-c3ccc(C)cc3)nc2SCC(=O)Nc2nccs2)cc1	-1	12	-14	1	5	1.9	15	6	32
12	COc1cc(C(=O)NCCOc2cccc3cccnc23)cc(OC)c1OC	3	-1	3	-1	9	0.1	-13	-10	-26
13	C=CCN1C(=O)C(CC(=O)Nc2ccccc2)SC1=Nc1c(C)n(C)n(-c2ccccc2)c1=O (centres undefined)	-1	-5	5	-2	2	0.5	-23	-19	-3
14	C[C@]12CCC(=O)C=C1[C@H](O)C[C@@H]1[C@@H]2[C@@H](O)C[C@@]2(C)[C@H]1CC[C@]2(O)C(=O)CO	2	-6	-13	1	-1	0.8	101*	-28	117*
15	Cn1nc(C(C)(C)C)cc1C(=O)Sc1cccc(Br)c1	0	-6	/	8	6	1.3	-4	-8	-2
16	CC(C)C(c1nnnn1Cc1ccc(F)cc1)N1CCN(c2ccc(O)cc2)CC1 (centres undefined)	0	-1	0	44	11	0.5	9	-9	17

Other structures follow.
entry	SMILES	Ba/F3 V617F tox	RBBP9 inhibitor	NPY Y1 blocker	Runt-CBFb FRET	BaF3 tox	S1P4 ag	NPY-Y2 PAM-ag	S1P4 antag	NPY-Y1 PAM-ag
17	CSc1cccc(NCc2ccc([N+](=O)[O-])cc2)c1	-5	-3	-4	2	4	0.4	-5	9	1
18	CCOC(=O)C1(Cc2cccc(OC)c2)CCN(C(C)CC(C)(C)O)CC1 (centres undefined)	-1	-4	10	1	7	-1.0	3	6	6
19	Cc1cc(C)n(-c2ccc(C(C)C)cc2)c(=O)c1C#N	2	-3	-3	-1	-2	-0.1	-8	9	0
20	Cc1nnsc1C(=O)N1CCN(c2cc(C(F)(F)F)ccn2)CC1	1	-9	/	2	-6	-1.0	-1	-3	7
21	COc1ccc(-c2nc3cc(C)ccn3c2NCc2ccc3c(c2)OCO3)cc1	1	1	13	1	6	2.4	6	-13	10
22	COc1cc(C(C(=O)NC(C)(C)C)N(C(=O)CNC(=O)c2cccs2)c2ccccc2)cc(OC)c1OC (centres undefined)	1	-4	1	-3	4	2.2	-5	-15	4
23	O=C(Cc1ccc(O)cc1)NCCNC(=S)NCc1ccccc1	-3	-1	/	-1	-2	1.3	-11	5	3
24	c1ccc(-c2noc(-c3cccs3)n2)nc1	2	-2	3	4	6	-0.1	16	-4	-15

New compounds follow
entry	SMILES	Ba/F3 V617F tox	RBBP9 inhibitor	NPY Y1 blocker	Runt-CBFb FRET	BaF3 tox	S1P4 ag	NPY-Y2 PAM-ag	S1P4 antag	NPY-Y1 PAM-ag
25	Cn1cccc1/C=N/n1c(-c2ccc(Cl)cc2)n[nH]c1=S	-4	-4	3	14	3	1.7	1	0	14
26	CS(=O)(=O)N(CC(=O)N1CCOCC1)c1ccc2c3c(cccc13)CC2	-1	13	2	-1	4	2.2	16	-10	-11
27	O=S(=O)(Nc1ccc(-n2cnnn2)cc1)c1ccc(F)c(F)c1F	-1	-6	/	0	4	1.1	-23	-12	14
28	CC(C)(C)C(=O)NC(=S)Nc1cc(C(F)(F)F)ccc1N1CCOCC1	-1	-6	3	1	4	1.4	-13	-11	-8
29	O=C(CSc1ncn[nH]1)N1N=C2/C(=C/c3ccccc3)CCCC2C1c1ccccc1 (centres undefined)	-3	-1	-7	-4	3	-1.3	2	-5	16
30	COc1ccc(C2SCC(=O)N2c2c(C)n(C)n(-c3ccccc3)c2=O)c(OC)c1 (centres undefined)	1	7	0	-1	4	-1.2	0	-21	12
31	c1ccc(COn2c(-c3ccccc3)nc3c2CCc2nonc2-3)cc1	0	-3	1	-2	3	-0.3	-1	8	-7
32	COc1cc(C(=O)NCC(=O)OCn2nnc3ccccc3c2=O)cc(OC)c1OC	8	1	1	0	13	3.5	-3	-11	-14

Record cards, as listed above:
CC(C)(C)C(=O)NC(=S)Nc1cc(C(F)(F)F)ccc1N1CCOCC1 across the screens: Ba/F3 V617F tox = -1; RBBP9 inhibitor = -6; NPY Y1 blocker = 3; Runt-CBFb FRET = 1; BaF3 tox = 4; S1P4 ag = 1.4; NPY-Y2 PAM-ag = -13; S1P4 antag = -11; NPY-Y1 PAM-ag = -8
Cn1cccc1/C=N/n1c(-c2ccc(Cl)cc2)n[nH]c1=S across the screens: Ba/F3 V617F tox = -4; RBBP9 inhibitor = -4; NPY Y1 blocker = 3; Runt-CBFb FRET = 14; BaF3 tox = 3; S1P4 ag = 1.7; NPY-Y2 PAM-ag = 1; S1P4 antag = 0; NPY-Y1 PAM-ag = 14

(continued)
entry	SMILES	Ba/F3 V617F tox	RBBP9 inhibitor	NPY Y1 blocker	Runt-CBFb FRET	BaF3 tox	S1P4 ag	NPY-Y2 PAM-ag	S1P4 antag	NPY-Y1 PAM-ag
33	Oc1ccc2[nH]cnc2c1CN1CCCCC1	-3	-6	0	2	0	0.5	2	-5	-15
34	Cc1c(/C=N\NC(=O)c2ccc([N+](=O)[O-])cc2)cnn1C	0	2	-2	0	6	-2.0	-5	-2	-15
35	O=C1C(Cl)=C(NCC2CCCO2)C(=O)N1Cc1ccccc1 (centres undefined)	-4	-7	0	-6	8	0.6	-10	-8	14
36	CCOC(=O)c1cc(=O)cc(C(=O)OCC)o1	0	-10	0	-1	4	-0.8	10	-1	-5
37	Cc1nc2sc(C(c3cccs3)N3CCN(Cc4ccccc4)CC3)c(O)n2n1 (centres undefined)	1	-5	2	1	-4	1.2	12	-6	7
38	COC(=O)c1scc(C)c1NC(=O)C(Cl)c1ccccc1 (centres undefined)	6	-8	2	1	9	1.2	4	-22	-15
39	CC(=O)Oc1ccc(OC(C)=O)c(SCCCCCCl)c1	85*	-4	3	-1	4	-0.9	-17	12	-13
40	CCOC(=O)CN(C(=O)CSc1nnc(CNc2ccc(C)cc2C)o1)c1ccccc1	-3	-9	3	-6	-3	2.8	3	-17	-5

(more compounds)
entry	SMILES	Ba/F3 V617F tox	RBBP9 inhibitor	NPY Y1 blocker	Runt-CBFb FRET	BaF3 tox	S1P4 ag	NPY-Y2 PAM-ag	S1P4 antag	NPY-Y1 PAM-ag
41	O=C(Nc1ccc(NC(=O)C2CCCCC2)cn1)c1ccco1	-1	-7	4	-1	2	0.6	3	-1	-13
42	CC(C)OC(=O)NCCOC(=O)Nc1ccccc1Cl	1	-9	4	/	4	-1.6	-4	3	10
43	Cc1cc(C)nc(OC(=O)c2c(Cl)cc(Cl)cc2Cl)n1	2	-13	2	1	11	0.9	-15	7	-11
44	COc1ccc(Br)cc1CNC(=O)Nc1cccs1	1	-6	-3	12	6	-0.5	-7	-3	3
45	CC(C)(C)C(=O)Nc1sc2c(c1C#N)CCC2	-2	-7	4	1	4	0.2	-14	-6	-1
46	CCc1nnc(NS(=O)(=O)c2ccc(Nc3ccc4nonc4c3[N+](=O)[O-])cc2)s1	2	-4	6	-1	8	1.1	-5	-9	16
47	COc1ccc(NC(C)C(=O)N/N=C/c2ccc([N+](=O)[O-])s2)cc1 (centres undefined)	-2	1	-5	0	5	-0.3	-5	6	10
48	O=C(Nc1ccc(N2CCOCC2)cc1)c1ccc(-c2ccccc2[N+](=O)[O-])o1	2	-9	-4	1	5	-1.6	2	-2	14

Further records follow:
entry	SMILES	Ba/F3 V617F tox	RBBP9 inhibitor	NPY Y1 blocker	Runt-CBFb FRET	BaF3 tox	S1P4 ag	NPY-Y2 PAM-ag	S1P4 antag	NPY-Y1 PAM-ag
49	Cc1ccc(CCNC(=O)C2CCCN(S(=O)(=O)c3cccs3)C2)cc1 (centres undefined)	-2	3	6	-1	5	-2.9	-3	-16	12
50	CCCn1c(Nc2ccccc2)nc2ccccc21	-4	5	-1	2	1	-3.3	13	11	1
51	O=C(C[n+]1ccccc1)N/N=C/c1ccc(F)cc1	-2	-3	-4	2	2	-0.3	-14	1	12
52	Cc1cn(C2C=CC(CO)O2)c(=O)[nH]c1=O (centres undefined)	-2	-8	-2	0	5	0.9	0	-7	8
53	C/C(=N\Nc1nc2ccccc2[nH]1)c1cc2ccccc2o1	-1	-1	33*	0	2	0.7	-27	3	-83
54	OC(CN1C2=NCCN2c2ccccc21)c1ccccc1 (centres undefined)	2	-12	1	29	-1	0.5	2	-5	-23
55	O=C(c1n[nH]c(=O)c2ccccc12)N1CCN(C2c3ccccc3-c3ccccc32)CC1	4	-2	-2	-4	8	3.3	-5	6	-16
56	CC(=O)Nc1ccc2c(c1)nc1n2CCN(C(C)c2ccccc2)C1 (centres undefined)	1	-6	7	2	5	0.7	7	0	3
57	Cc1cc(Nc2ccccc2)nn1C(=O)c1ccc(Br)cc1	-2	2	-6	-1	4	-1.9	7	4	8
58	COc1ccc(N2Cc3cccc(C(=O)N4CCOCC4)c3C2=O)cc1	-3	-7	-4	2	-1	-2.2	4	1	3
